Source: PubChem BioAssay
IL-2 act – IL-2 activation. IL-2 activation reporter assay, cell-based qHTS; stimulated with anti-CD3/CD4/CD28 beads; in transgenic mouse T cells. activation, % (series mostly up to about 46 µM). 360,000 tested, 0.065% active. AID 652025; in the data active means activation above about 50%; inconclusive means mostly about 30% to 49%; further: 0% is about no effect
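Quantitative HTS in unstimulated transgenic mouse T cells, with memory T cells as non-tolerant control and PMA/ionomycin as tolerance-bypass control. Compound pretreatment lasted 60 minutes before 18 h bead stimulation; EGFP/DsRed fluorescence read.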
Abeta yeast res – compounds reversing amyloid beta toxicity in yeast; yeast expressing A-beta42, growth rescue, OD600, 48 h; response scale: 0% DMSO, 100% iron-clioquinol control; Potency, µM (series often up to 46.1 µM), without a hit: top-dose growth rescue, usual class: activators; 410,000 tested, 0.063% active; further: potency means the concentration at half of the fitted maximal effect; nearly all actives have a fitted effect of over 55% in size
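Yeast growth medium received pinned compounds, then yeast cells expressing toxic A-beta were added; plates incubated at 30 C for 48 hr. Growth read as absorbance at 600 nm, normalized to DMSO and equimolar FeCl3 plus clioquinol controls.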
PI5P4Ka inh – PI5P4K alpha (human) kinase inhibition; max response, %; PI5P4Kalpha enzyme, ADP-Glo luminescence, 60 min; active compounds read low; P48426; AID 652105; 330,000 tested, 1.2% active; active means max response of -50% or lower; inconclusive means between -30% and -50%; inactive means -30% or higher; further: value at the top dose of about 77 µM; on the % scale 0 is the no-effect control and ±100 the full control effect
Target sequence (P48426 whole entry, looked up): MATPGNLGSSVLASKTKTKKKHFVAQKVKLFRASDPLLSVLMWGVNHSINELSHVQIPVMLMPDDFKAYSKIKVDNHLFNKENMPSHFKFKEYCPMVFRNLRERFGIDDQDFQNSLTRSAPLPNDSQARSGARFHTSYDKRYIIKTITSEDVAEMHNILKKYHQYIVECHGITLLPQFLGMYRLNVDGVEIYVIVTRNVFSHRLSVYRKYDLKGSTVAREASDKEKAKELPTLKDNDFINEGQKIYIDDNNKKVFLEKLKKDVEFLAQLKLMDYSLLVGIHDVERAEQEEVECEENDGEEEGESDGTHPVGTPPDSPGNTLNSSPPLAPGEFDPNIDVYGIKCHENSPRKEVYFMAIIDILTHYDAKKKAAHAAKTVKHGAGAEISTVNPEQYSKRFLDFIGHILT
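PI5P4Kalpha ADP-Glo assay; 5 microM ATP final; 60 min RT reaction; HEPES pH 7.4/EGTA/CHAPS, 5% DMSO; controls lacking substrate or enzyme; luminescent end-point.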
FUS suppressor – rescues growth of FUS-expressing yeast | 390,000 tested, 0.24% active | Potency, µM (titrated, usually from 76.6 µM), for inactives: at the highest dose growth rescue (activation), usual class: activators | S. cerevisiae FUS-expressing, growth rescue, OD600, 24 h;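 further: potency means the concentration at half of the fitted maximal effect; plate controls were DMSO vehicle for no effect and reference control for full effect; nearly all actives have a fitted effect of over 55% in size; some results filed as inactive show a strong effect at the top dose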
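S. cerevisiae expressing FUS from galactose induction served as the toxicity model. Growth after 24hr at 30C, read as absorbance at 600 nm, indicates suppression of toxicity; compounds dosed at several concentrations.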
EPAC1 antag – blocks human EPAC1 exchange factor; 360,000 tested, 0.14% active; EPAC1 GEF assay, Rap1b-BODIPY-GDP exchange fluorescence; O95398; Potency, µM (doses to about 115 µM), for the others: top-dose activity change, negative = inhibition, usual class: inhibitors; AID 720709;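 further: potency means the concentration at half of the fitted maximal effect; plate controls were vehicle for no effect and positive control for full effect; nearly all actives have a fitted effect of over 50% in size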
EPAC1 ag – activates human EPAC1 exchange factor. Potency, µM (doses to about 154 µM), without a hit: top-dose activation, actives largely listed as activators. O95398. 360,000 tested, 0.073% active. EPAC1 agonist qHTS, biochemical assay; response scale: 100% = response to 6.5 mM cAMP; further: potency means the concentration at half of the fitted maximal effect; nearly all actives have a fitted effect of over 60% in size
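Fluorescent GDP-exchange assay: 100 nM EPAC1 with 250 nM Rap1B preloaded with BODIPY-GDP and 50 uM GDP; compounds tested as concentration series, 5 min at room temperature, then read every 5 min for 30 min (ex 480/em 540 nm); normalized to 6.5 mM cAMP.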
aSyn yeast inh – alpha-synuclein toxicity inhibition in yeast; Yeast expressing alpha-synuclein, growth rescue, BacTiter-Glo, 24 h; Potency, µM (doses to about 46.1 µM), for inactives: at the top dose growth rescue (activation), usual class: activators; 370,000 tested, 0.14% active; AID 652106; further: potency means the concentration at half of the fitted maximal effect; % of control where 0% means no effect; nearly all actives have a fitted effect of over 65% in size
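Galactose-induced alpha-syn yeast (OD600=0.02, raffinose-pregrown) + pinned cpd, 24 hr, 30 deg C; growth by BacTiter-Glo luminescence. Growth restoration scores as activation.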
PLK1 PBD block – blocks phosphopeptide binding to human PLK1 polo-box domain; P53350; Plk1 PBD binding of FITC phosphopeptide, fluorescence polarization; Potency, µM, for the others: max response, negative = inhibition, actives largely listed as inhibitors; 360,000 tested, 2.8% active; AID 720504; further: potency means the concentration at half of the fitted maximal effect; series mostly up to about 57 µM; on the % scale 0 is the no-effect control and ±100 the full control effect; nearly all actives have a fitted effect of over 65% in size
Target sequence (P53350 whole entry, looked up, the tested form may be a part): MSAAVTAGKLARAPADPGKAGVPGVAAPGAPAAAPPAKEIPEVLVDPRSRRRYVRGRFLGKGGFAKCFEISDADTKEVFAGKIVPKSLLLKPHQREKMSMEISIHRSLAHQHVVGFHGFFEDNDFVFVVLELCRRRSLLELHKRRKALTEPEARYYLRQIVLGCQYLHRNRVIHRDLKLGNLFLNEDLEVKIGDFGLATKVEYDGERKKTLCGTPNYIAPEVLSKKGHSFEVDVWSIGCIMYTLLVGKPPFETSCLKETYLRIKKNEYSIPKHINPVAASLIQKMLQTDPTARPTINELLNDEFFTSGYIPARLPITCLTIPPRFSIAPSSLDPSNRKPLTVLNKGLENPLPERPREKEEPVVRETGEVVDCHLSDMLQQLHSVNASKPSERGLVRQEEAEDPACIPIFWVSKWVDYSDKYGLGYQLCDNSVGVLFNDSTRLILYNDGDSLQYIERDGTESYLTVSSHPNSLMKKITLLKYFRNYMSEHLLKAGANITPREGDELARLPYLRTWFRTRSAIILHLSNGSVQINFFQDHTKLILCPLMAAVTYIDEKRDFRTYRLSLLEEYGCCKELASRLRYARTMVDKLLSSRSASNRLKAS
WRN inhibitor – WRN helicase (human) inhibition | 360,000 tested, 0.46% active | Potency, µM (top dose mostly 114 µM), for the others: at the top dose activity change, negative = inhibition, actives largely listed as inhibitors | WRN helicase unwinding, fluorescent forked duplex, kinetic | AID 651768 | Q14191; further: potency means the concentration at half of the fitted maximal effect; on the % scale 0 is the no-effect control and ±100 the full control effect; nearly all actives have a fitted effect of over 55% in size
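Kinetic red-fluorescence monitoring (525/598 nm) tracks WRN helicase activity after 100 nM fluorophore-quencher forked duplex and 2 mM ATP are added to 20 nM enzyme pretreated 15 min at room temperature with compound.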
Starred values were filed as active, the others as inactive; ? = inconclusive; . = no result given; [ ] = remark or other dose. Unless noted, the call rests on the fitted dose curve; in most records, active means well fitted curve in the direction sought with a large enough effect; inconclusive means small, poorly fitted or top-dose-only effect, or another doubt; inactive means no such curve, though single readings can be large; an effect the other way counts as inactive or inconclusive.

The line under a structure holds: IL-2 act | Abeta yeast res | PI5P4Ka inh | FUS suppressor | EPAC1 antag | EPAC1 ag | aSyn yeast inh | PLK1 PBD block | WRN inhibitor
CCSc1nnc(NC(=O)[C@@H](NC(=O)c2cc(OC)cc(OC)c2)C(C)C)s1
→ 2.2 | 5% | -1 | 10% | 1% | 3% | 3% | -11% | -9%
CCc1ccc(NC(=O)C2CC(=O)Nc3ncnn32)cc1 (stereo not drawn)
→ -2.0 | 4% | 3 | 16% | -11% | 6% | -3% | -7% | -30%[57.1 µM]
Cc1ccc2nc(-c3ccccc3)cc(C(=O)N3CCN(S(=O)(=O)c4c(C)noc4C)CC3)c2c1
→ -2.9 | -12% | 4 | . | ? | 5% | -3% | -9% | -27%
O=C1N/C(=C\c2ccccc2)C(O)=C1C=NCc1ccccc1
→ 3.4 | -9% | 2 | 42% | -12% | -7% | -1% | -20% | -11%
O=C(NC(NC(=S)Nc1ccc(Cl)cc1Cl)C(Cl)(Cl)Cl)c1cccc([N+](=O)[O-])c1 (stereo not drawn)
→ -2.6 | -7% | . | 28% | -6% | 20% | -12% | -9% | -23%
Cc1cc(C)c(C)c(S(=O)(=O)N2CCN(C(=O)CCc3nc4ccccc4c(=O)[nH]3)CC2)c1C
→ -0.4 | 20% | 2 | 1% | -1% | 9% | 3% | -1% | 7%
O=C(Cn1cncn1)N/N=C/c1cccnc1
→ 1.7 | -4% | 6 | 12% | 3% | 7% | 0% | 2% | -4%
O=c1c(Cc2ccccc2)c(O)ccn1CCc1cnc[nH]1
→ -3.7 | 6% | -2 | 15% | -11% | 7% | -4% | 1% | 2%[57.1 µM]
O=C(CSc1cccc2cccc(Cl)c12)NC1=NCCS1
→ 2.7 | -5% | -1 | 11% | -2% | 2% | -10% | ? | -6%
O=C(Cn1cnc2ccccc2c1=O)N1CCOCC1
→ -0.7 | 19% | 10 | -39% | 3% | 4% | -11% | -1% | 3%
CC(C)n1c(CN2CCN(C)CC2)nc2c1c(=O)n(C)c(=O)n2C
→ 0.2 | 12% | -1 | -6% | 3% | -3% | 0% | -4% | 2%
O=C(CCNC(=O)c1ccc([N+](=O)[O-])cc1)Nc1ccc(N2CCOCC2)cc1N1CCOCC1
→ -0.1 | 6% | -3 | -8% | 1% | 9% | 8% | 0% | -2%
O=S(=O)(/N=C(/NS(=O)(=O)c1ccccc1)c1ccccc1)c1ccccc1
→ -0.7 | -20% | 0 | 8% | 3% | 3% | 2% | -6% | -5%
Cc1ccc(CN2CCN(Cc3cn[nH]c3-c3ccccc3)CC2CCO)o1 (stereo not drawn)
→ 0.8 | -5% | 1 | 19% | -18% | 1% | 3% | 1% | -5%
Cc1[nH]nc(N)c1-c1ccccc1
→ -0.1 | ? | -6 | -17% | -15% | -3% | -11% | -17% | 10%
Cc1nnc(NC(=O)CSc2nnc(Cc3cccn3C)n2CCc2ccccc2)s1
→ -0.7 | -5% | . | ? | 8% | 1% | -8% | 0% | -9%
O=C(c1ccccc1)c1c[nH]c(C(=O)NCc2cccnc2)c1
→ 0.3 | -2% | -5 | -11% | 7% | -7% | -6% | 1% | -11%
COC(=O)c1cc(-c2cccc([N+](=O)[O-])c2)c2c(=O)n(C)c(=O)n(C)c2n1
→ -2.0 | 0% | 0 | -24% | 0% | 8% | -7% | -5% | -3%
Nc1ncnc(SCc2c(F)cccc2Cl)n1
→ 0.8 | -3% | -1 | -6% | -5% | -10% | -8% | 4% | -3%
CNC(=O)c1cc(S(=O)(=O)Nc2ccc3c(c2)OCCO3)ccc1C
→ -0.9 | 9% | -2 | 5% | -8% | 10% | -3% | 3% | 4%
O=C(Nc1cc(Br)ccc1O)c1cc(-c2ccccc2)on1
→ -0.6 | -10% | -4 | -7% | 13% | -4% | -5% | -2% | 2%
O=C(C1=C[C@H](c2coc3ccccc3c2=O)C[C@H](OCc2ccc(CO)cc2)O1)N1CCOCC1
→ 0.5 | 1% | -2 | 5% | 16% | 10% | 3% | 0% | -1%
Cc1ccc(F)c(N=Cc2c(O)c3ccccc3oc2=O)c1
→ 3.6 | 0% | -4 | -14% | -10% | -1% | 5% | -7% | 2%
OC(Cc1cccc(Br)c1)c1ncc(-c2ccccc2C(F)(F)F)[nH]1 (stereo not drawn)
→ 0.1 | 4% | 19 | -8% | -8% | -8% | 0% | 3% | 7%[57.1 µM]
O=C1C2C3C=CC(C3)C2C(=O)N1c1cccc2cccnc12 (stereo not drawn)
→ -1.6 | -4%[9.22 µM] | -23 | -14% | -7% | 3% | 2% | -9% | -28%
CCOc1ccc(CNC(=O)C2CCN(S(=O)(=O)c3ccc4c(c3)CCCC(=O)N4)CC2)cc1
→ -3.2 | -5% | 3 | 19% | 4% | 4% | -5% | -15% | -1%
O=C(Nc1nnc(SCc2ccc(F)cc2)s1)C1CC(=O)N(Cc2ccccc2)C1 (stereo not drawn)
→ 1.9 | 11% | -15 | . | -10% | -1% | 0% | 0% | 0%
O=C(/C=C/c1ccc(Cl)cc1)N(Cc1ccccc1)C1CCS(=O)(=O)C1 (stereo not drawn)
→ 1.1 | 11% | 2 | 23% | -6% | 1% | 5% | 1% | -7%
Brc1ccc(CN2C3=NCCCN3c3ccccc32)cc1
→ -1.5 | -6% | 3 | 38% | -7% | 9% | -2% | ? | 2%
CCN1/C(=C/c2ccc3cc(C)ccc3[n+]2CC)Sc2ccc3sccc3c21
→ 13 | -87%[inhibitor] | -13 | -28% | -23% | 5% | -23% | ? | -22%
CCc1nn(C(C)C(=O)Nc2cccc(C)c2C)c(=O)c2cc3occc3n12 (stereo not drawn)
→ -0.5 | 21% | 0 | 19% | -1% | -4% | -1% | 0% | -1%
Cc1ccc(C(=O)n2nc(C#N)c(C#N)c2N)cc1
→ -0.4 | -11% | -12 | -27% | 5% | -4% | -15% | ? | -6%
C=CCC1(CC=C)CCCN1C(=O)CC1C(=O)NCCN1Cc1cccc(OC)c1OC (stereo not drawn)
→ -4.0 | -5% | 2 | 25% | -8% | -1% | 6% | -11% | 3%
CCCCC(c1nc2ccccc2[nH]1)n1c(-c2ccccc2)nc2cc(C)c(C)cc21 (stereo not drawn)
→ 2.1 | -14% | -1 | -27% | 16% | -14% | -1% | -4% | -7%
CCOC(=O)C1CCN(Cc2ccc(F)cc2F)CC1
→ -1.5 | 20% | . | -5% | -6% | -9% | 0% | -2% | 2%
O=C(NC1CCCCC1)c1[nH]c(C(F)(F)F)nc1-c1ccccc1
→ 0.2 | -14% | 1 | -13% | 1% | -6% | -9% | -9% | 1%
CN1CCC(=NNC(=O)CN(c2ccc(Oc3ccccc3)cc2)S(C)(=O)=O)CC1
→ 1.5 | 10% | -4 | . | -15% | 14% | 0% | -4% | -16%
CC1CCCC(NC(=O)c2cccc(S(=O)(=O)N3CCOCC3)c2)C1C (stereo not drawn)
→ 2.0 | -1% | 3 | -29% | 0% | 0% | -4% | -2% | -4%
CCN1CCN(C(c2cc(OC)c(OC)c(OC)c2)c2nnnn2C(C)C)CC1 (stereo not drawn)
→ -0.1 | -11% | 1 | -9% | -23% | -2% | 3% | -5% | -7%
O=C(Nc1cccnc1)c1ccc(COc2cc(Cl)ccc2Cl)o1
→ -0.4 | ? | -4 | -3% | -7% | 9% | 1% | -10% | -7%
Cc1ccc(S(=O)(=O)N2CCCCC2)cc1C(=O)OC(C)C(=O)NC1CCCCC1C (stereo not drawn)
→ -3.0 | -13% | 8 | ? | -3% | -2% | -6% | -4% | 3%
CCCc1nc2scc(-c3ccccc3)c2c(=O)n1N
→ -2.5 | -34%[inhibitor] | . | 10% | 6% | -9% | 8% | -2% | -2%
OCC1(CCc2ccccc2)CCN(Cc2cnc(N3CCCC3)s2)CC1
→ -2.2 | -15% | -13 | 9% | 1% | -14% | 1% | -12% | -7%
COc1ccc(N(CC(=O)Nc2cccc(F)c2)S(=O)(=O)c2c(C)[nH]c(=O)[nH]c2=O)cc1
→ -2.9 | -14% | -3 | -3% | 21% | -9% | 5% | 1% | -3%
CCC(C)(C)NC(=O)CN(C(=O)CCC(=O)Nc1nccs1)c1ccccc1C
→ 0.5 | 8% | 11 | 13% | 3% | 4% | -6% | -7% | -20%
Nc1[nH]nc2nc(N3CCOCC3)nc(-c3ccccc3)c12
→ -1.7 | -1% | -3 | 27% | -3% | 3% | -3% | -12% | -4%
O=[N+]([O-])c1ccc(/C=N/N=C/c2ccc([N+](=O)[O-])o2)o1
→ -7.9 | -37% | -14 | -33% | -1% | 0% | 9% | -4% | -17%
CC1Cc2cc(/C=C3/SC(=S)NC3=O)ccc2O1 (stereo not drawn)
→ 1.3 | 19% | -94* | 18% | ? | -1% | -5% | ? | -15%
O=C1CCCN2N=C(SCC(=O)Nc3cccc(C(F)(F)F)c3)SC2=N1
→ -0.3 | -7% | -2 | 10% | -19% | 9% | -5% | -14% | -2%
Cn1c(CO)nc2cc(N)ccc21
→ -3.8 | -12% | . | -8% | 7% | 8% | 0% | -10% | -1%
O=C(C1CC1)N1N=C(C2CCCCC2)CC1(O)C(F)(F)F (stereo not drawn)
→ -2.4 | 10% | 9 | 11% | 10% | -9% | 1% | -12% | -1%
COc1cccc(-c2nnn(CC(=O)N3CCCCC3)n2)c1
→ -2.0 | -3% | 5 | 35% | 2% | -5% | 0% | -15% | 10%

3 entries from above, ordered by molecular weight, ascending.
The line under a structure holds: IL-2 act | Abeta yeast res | PI5P4Ka inh | FUS suppressor | EPAC1 antag | EPAC1 ag | aSyn yeast inh | PLK1 PBD block | WRN inhibitor
Cn1c(CO)nc2cc(N)ccc21
→ -3.8 | -12% | . | -8% | 7% | 8% | 0% | -10% | -1%
CCCc1nc2scc(-c3ccccc3)c2c(=O)n1N
→ -2.5 | -34%[inhibitor] | . | 10% | 6% | -9% | 8% | -2% | -2%
O=C(C1CC1)N1N=C(C2CCCCC2)CC1(O)C(F)(F)F (stereo not drawn)
→ -2.4 | 10% | 9 | 11% | 10% | -9% | 1% | -12% | -1%
